# Menin MLL FP TR: displaces Texas Red mutant MLL peptide from human menin; O00255; Menin + Texas Red MLL mutant peptide, fluorescence polarization; Potency, µM (titrated, usually from 61.6 µM), for inactives: top-dose FP activity change, negative = inhibition, usual class: inhibitors; actives 0.23% (n = 270,000); AID 1768; active = well fitted inhibition curve with a large enough effect in the polarisation, with a control signal flat, not every such curve was filed as active; inconclusive = small, poorly fitted or top-dose-only effect, or effect the other way, or a change in a side signal; inactive = no such curve, though single readings can be large or run the other way; the % refers to the polarisation; note: potency is the fitted concentration of half-maximal effect; % of control where 0% means no effect; many of its hits are not listed in these tables
# Target sequence (O00255 whole entry, looked up): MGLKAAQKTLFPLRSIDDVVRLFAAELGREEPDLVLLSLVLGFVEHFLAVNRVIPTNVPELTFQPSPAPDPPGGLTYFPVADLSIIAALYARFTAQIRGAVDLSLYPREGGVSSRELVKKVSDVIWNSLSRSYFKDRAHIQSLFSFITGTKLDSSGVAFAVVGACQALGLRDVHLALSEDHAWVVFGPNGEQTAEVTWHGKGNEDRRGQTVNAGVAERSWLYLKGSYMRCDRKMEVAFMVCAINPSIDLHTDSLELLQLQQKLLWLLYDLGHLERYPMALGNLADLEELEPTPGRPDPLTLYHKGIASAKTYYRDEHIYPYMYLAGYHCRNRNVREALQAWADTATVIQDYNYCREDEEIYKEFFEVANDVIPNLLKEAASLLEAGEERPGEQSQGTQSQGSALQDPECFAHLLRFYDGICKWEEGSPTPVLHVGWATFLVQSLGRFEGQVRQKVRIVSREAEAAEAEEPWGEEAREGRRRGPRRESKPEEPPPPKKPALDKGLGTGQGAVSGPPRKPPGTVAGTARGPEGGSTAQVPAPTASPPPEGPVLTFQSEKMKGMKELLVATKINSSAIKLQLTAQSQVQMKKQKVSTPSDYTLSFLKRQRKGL
# FLuc modulator: counter-screen for miR-21 project: firefly luciferase inhibitors or activators | actives 6.9% (n = 360,000) | Potency, µM (titrated, usually from 57.5 µM), for the others: at the highest dose activity change, negative = inhibition, usual class: inhibitors | purified FLuc, Km substrates, luminescence inhibition;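 note: potency is the fitted concentration of half-maximal effect; plate controls were vehicle for no effect and reference inhibitor for full effect; nearly all actives have a fitted effect of over 55% in size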
#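 Purified P. pyralis luciferase (10nM final) with 10uM D-luciferin and 10uM ATP (Km levels) in 50mM Tris acetate pH 7.5, 10mM Mg acetate, 0.01% Tween-20, 0.05% BSA; qHTS 6-point titration, ~60 µM downward; luminescence read.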
# ELG1 DNA repair: inhibitors of ELG1-dependent DNA repair in HEK293T cells; HEK293T ELG1-luciferase reporter, luminescence, 16 h; DNA damage induced by 5-fluorouridine; Potency, µM (titrated, usually from 46.1 µM), inactives show at the top dose activity change, negative = inhibition, most hits filed as inhibitors; actives 2.3% (n = 330,000); note: potency is the fitted concentration of half-maximal effect; % is set by controls: 0 for no effect and ±100 for the full control effect; nearly all actives have a fitted effect of over 55% in size
#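 Step one: seed 2,000 cells per well. Step two: pin-transfer compound or DMSO alongside 5-fluorouridine. Step three: incubate 16 hr, 37 °C, 5% CO2. Step four: add ONE-Glo, wait 30 min, read luminescence.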
# VP16 counter: counter-screen for ROR gamma inhibitors: Gal4-VP16 reporter | Drosophila S2 Gal4-VP16 UAS-luciferase, luminescence, 20 h | Potency, µM (top dose mostly 53.6 µM), for inactives: at the top dose activity, negative = inhibition, usual class: inhibitors | actives 3.5% (n = 310,000) | AID 2546;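 note: Gal4-VP16 expression switched on by copper sulfate through the metallothionein promoter; potency is the fitted concentration of half-maximal effect; % is set by controls: 0 for no effect and ±100 for the full control effect; nearly all actives have a fitted effect of over 50% in size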
# RORg inh: blocks mouse ROR gamma transcriptional activity. Potency, µM (highest dose often 53.6 µM), for the others: at the highest dose activity change, negative = inhibition, actives largely listed as inhibitors. AID 2551. Drosophila S2 Gal4-RORgamma UAS-luciferase reporter, 20 h. actives 5.4% (n = 310,000). P51450; note: potency is the fitted concentration of half-maximal effect; % is set by controls: 0 for no effect and ±100 for the full control effect; nearly all actives have a fitted effect of over 60% in size
#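 Stable Schneider cell line, Gal4 DNA-binding domain fused to ROR gamma, UAS-luciferase. Cmpd 1 hr RT → CuSO4 700 uM final → 20 hr RT → luciferase reagent 10 min → luminescence.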
# MBNL1 CUG block: blocks human MBNL1 binding to CUG repeat RNA; actives 0.036% (n = 280,000); AID 2675; TR-FRET MBNL1-His/biotin-(CUG)12 binding, 665/545 ratio; Potency, µM (highest dose often 57.5 µM), for the others: at the highest dose activity change, negative = inhibition, actives largely listed as inhibitors; active = well fitted inhibition curve with a large enough effect in the signal ratio, with a control signal flat, not every such curve was filed as active; inconclusive = small, poorly fitted or top-dose-only effect, or effect the other way, or a change in a side signal; inactive = no such curve, though single readings can be large or run the other way; the % refers to the signal ratio; note: potency is the fitted concentration of half-maximal effect; % is set by controls: 0 for no effect and ±100 for the full control effect
# Target sequence (Q9NR56 whole entry, looked up): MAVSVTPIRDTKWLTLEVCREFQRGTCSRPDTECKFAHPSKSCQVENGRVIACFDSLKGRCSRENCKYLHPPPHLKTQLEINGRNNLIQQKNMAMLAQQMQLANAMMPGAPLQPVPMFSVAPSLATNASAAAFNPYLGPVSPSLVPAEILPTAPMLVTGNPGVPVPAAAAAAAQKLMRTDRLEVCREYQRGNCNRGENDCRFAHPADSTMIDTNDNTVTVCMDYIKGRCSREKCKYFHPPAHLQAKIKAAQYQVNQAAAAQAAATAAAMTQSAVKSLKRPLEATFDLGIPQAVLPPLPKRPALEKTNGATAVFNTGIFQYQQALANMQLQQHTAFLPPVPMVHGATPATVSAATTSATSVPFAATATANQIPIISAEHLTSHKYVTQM
#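 TR-FRET between His-tagged MBNL1 and biotin-(CUG)12 RNA, detected with Tb anti-His antibody (0.055 ng/ul) and streptavidin-XL665 (5 nM), 60 min at room temperature. Compounds titrated 92 nM to 58 uM; 665/545 nm ratio normalized to buffer and complex controls.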
# Rab9 prom act: activates the Rab9 promoter | Huh7 Rab9 promoter-luciferase reporter, luminescence, 24 h | Potency, µM (series often up to 9.22 µM), for the others: top-dose activation, negative = inhibition, usual class: activators | actives 2.8% (n = 320,000); note: potency is the fitted concentration of half-maximal effect; % of control where 0% means no effect; nearly all actives have a fitted effect of over 60% in size
#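 Rab9 promoter-driven luciferase in stably transfected Huh7 cells; 1500 cells/well rested 2 h, exposed to compound in DMSO for 24 h at 37 °C, 5% CO2. Luminescence read 10 min after adding luciferase reagent at ambient temperature.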
# Mito fusion act: inhibitors of mitochondrial division or activators of mitochondrial fusion; S. cerevisiae fusion-defective mutant growth rescue, CellTiterGlo 48 h; Potency, µM (titrated, usually from 46.1 µM), for the others: at the top dose growth rescue (activation), most hits filed as activators; actives 0.23% (n = 320,000); AID 485298;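 note: potency is the fitted concentration of half-maximal effect; % of control where 0% means no effect; nearly all actives have a fitted effect of over 45% in size; temperature-sensitive fusion mutants such as fzo1-1 at 37 °C on non-fermentable ethanol glycerol medium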
#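 Luminescent cell viability in 1536-well qHTS format served as the measure of rescued growth in ts fusion-mutant S. cerevisiae cultured on non-fermentable YPEG for 48 hours at 37C.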
# PKM2 activator: increases activity of human pyruvate kinase M2; P14618; purified PKM2, Kinase-Glo ATP luminescence, activation; response scale: 0% is enzyme alone, no compound; Potency, µM (top dose mostly 57.5 µM), inactives show top-dose activation, actives largely listed as activators; actives 0.34% (n = 260,000); note: potency is the fitted concentration of half-maximal effect; % is set by controls: 0 for no effect and ±100 for the full control effect; nearly all actives have a fitted effect of over 55% in size
#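 hPK-M2, >95% pure; 0.1 mM ADP / 0.5 mM PEP final; imidazole pH7.2 buffer w/ 7 mM MgCl2, 50 mM KCl; 1 h RT; Kinase-Glo lum. Intermediate enzyme activity for dual inhibitor/activator qHTS.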
# KCNH2 3.1 inh: KCNH2 3.1 (human) potassium channel inhibition | U2OS KCNH2 3.1, thallium flux FluxOr; stronger effect = lower value | activity change, % (tested at about 1.8 µM) | actives 0.95% (n = 340,000) | AID 720553;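 active = maximum activity change below -70%; inconclusive = maximum activity change from -70% to -50%; inactive = maximum activity change above -50%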;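 note: thallium influx rate constant from kinetic fluorescence after stimulation buffer; % is set by controls: 0 for no effect and ±100 for the full control effect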
#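 Measured as rate of thallium-driven FluxOr signal in transduced U2OS cells carrying the 3.1 channel, read kinetically for 2 min upon stimulation; values are rate constants scaled to DMSO control wells.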
# NPC1 prom act: activates the NPC1 promoter; actives 2.4% (n = 320,000); Potency, µM (highest dose often 9.22 µM), for inactives: at the top dose activation, most hits filed as activators; AID 485313; Huh7 NPC1 promoter luciferase reporter, 24 h;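 note: potency is the fitted concentration of half-maximal effect; % of control where 0% means no effect; nearly all actives have a fitted effect of over 60% in size; reporter is driven by a mutant NPC1 promoter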
#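 Luminescence from an NPC1 promoter-driven luciferase reporter in stably transfected Huh7 cells was measured after 24 h compound treatment at 37 °C, followed by 10 min ambient incubation with luciferase detection reagent.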
# * = called active by the depositor; ? = inconclusive; nt = not tested or not shown; [ ] = remark or other dose. Unless noted, calls come from the whole dose curve; as a rule, active = well fitted curve in the direction sought with a large enough effect; inconclusive = small, poorly fitted or top-dose-only effect, or another doubt; inactive = no such curve, though single readings can be large; an effect the other way counts as inactive or inconclusive. A portion of the library, so the mix of outcomes need not match the whole.
# Order of values – PKM2 activator	Menin MLL FP TR	KCNH2 3.1 inh	RORg inh	ELG1 DNA repair	FLuc modulator	VP16 counter	NPC1 prom act	MBNL1 CUG block	Rab9 prom act	Mito fusion act
CCOc1ccc2nc(-c3ccc(OC)c(OC)c3)cc(C(=O)O)c2c1
 : 5%	?	10	36%	15%	?	11%	-2%	18%	-1%	2%
O=C(CCCc1ccccc1)Nc1cccc([N+](=O)[O-])c1
 : 3%	36%[activator]	-7	-12%[1.91 µM]	?	?	3%	3.5µM*	?	?	3%
COc1cc(C)ccc1S(=O)(=O)NC1CC(C)(C)NC(C)(C)C1
 : -1%	2%	16	-18%	12%	-1%	-11%	-4%	-8%	0%	-3%
C/C(=N\NC(=O)c1ccc2c(c1)OCO2)c1cccnc1
 : -19%	-10%	4	?	?	?	-23%	?	8%	3.5µM*	-1%
Nc1c(C(=O)c2ccccc2)sc(Nc2ccccc2)c1S(=O)(=O)c1ccccc1
 : 2%	-15%	-36	-14%	?	14%	-10%	-2%	15%	-2%	11%
CCOC(=O)c1c(C)n(CC(O)CN(C)C)c2cc(Br)c(OC)cc12 (stereo not given)
 : 2%	-18%	6	?	11%	-2%	-3%	-2%	-13%	-2%	0%
CCCn1c(N)c(N(CCOC)C(=O)c2cc3ccccc3cc2OC)c(=O)[nH]c1=O
 : nt	nt	0	nt	12%	4%	nt	-4%	nt	-1%	1%
CC(Sc1n[nH]c(=O)n1Cc1ccccc1)C(=O)NCC1CCCO1 (stereo not given)
 : nt	nt	4	nt	2%	1%	nt	5%	nt	-3%	-4%
CCN(CC)C(=O)CSc1nnc(-c2ccco2)n1N
 : 0%	-11%	0	13%	-4%	-1%	-9%	1%	0%	-4%	0%
CCc1[nH]nc(C(=O)N2CCCC(CNS(=O)(=O)c3cccs3)C2)c1C (stereo not given)
 : 2%	-9%	-6	2%	22%	-2%	4%	0%	10%	-1%	0%
O=C(/C(=N\Nc1ccc([N+](=O)[O-])cc1)Sc1nnnn1-c1ccccc1)c1ccccc1
 : -4%	?	-8	?	-30%	1%	?	-1%	nt	-1%	23%
Cc1cccc(OCCCCCN2CCOCC2)c1
 : -1%	0%	19	?	11%	4%	?	-3%	3%	0%	11%
COc1cc2c3nnc(-c4ccc(F)cc4)c-3cn(Cc3ccccc3)c2cc1OC
 : 7%	-28%	0	11µM*	-4%	-20%	7.1µM*	0%	?	1%	-4%
CCC1=Nc2cc(C(=O)NCCCN3CCN(C)CC3)ccc2Sc2ccccc21
 : nt	-7%	-3	-2%	?	3%	-7%	-6%	-5%	5%	3%
Cc1cc(C(N)=O)c2ccccc2n1
 : -1%	9%	-8	-5%	-13%	2%	-7%	0%	8%	6%	-1%
COc1ccc(CCNC(=O)C(=O)c2c(C)[nH]c3ccccc23)cc1
 : nt	nt	-2	-1%	?	1%	-9%	-3%	-6%	-1%	0%
CC(C)NC(=O)c1nn(C)c2ccccc12
 : 0%	-5%	-34	14%	14%	0%	-1%	0%	-7%	9%	-2%
CCOC(=O)c1ccc(NC(=O)Cn2nnc(-c3ccccc3C)n2)cc1
 : 0%	?	-16	-7%	?	-2%	-9%	-3%	-5%	-4%	24%
O=S(=O)(CCN1CCN(c2ccccn2)CC1)c1ccc(F)cc1
 : 6%	nt	3	1%	-5%	-2%	-12%	2%	nt	1%	-1%
O=C(NCc1ccccc1)c1nncc(-c2ccccc2)n1
 : nt	nt	9	nt	?	-9%	nt	6%	nt	-6%	-18%
CCN(C(=O)c1ccc(N2CC3CC(C2)c2cccc(=O)n2C3)c(NC(=O)c2ccncc2)c1)c1cccc(C)c1 (stereo not given)
 : nt	nt	11	-5%	?	0%	-11%	3%	-5%	-3%	-1%
Cc1ccc(NC(=O)C2CC(=O)N(C(C)C)C2)cc1Cl (stereo not given)
 : -15%	3%	3	27%	1%	-2%	-15%	-6%	-16%	-2%	0%
COc1ccc(/C=N/NC(=O)C2C3CCCCC32)cc1OC (stereo not given)
 : 1%	1%	-9	1%	11%	?	12%	-3%	2%	2%	2%
O=C(C[n+]1cc(-c2ccc(Cl)cc2)n2c1CCC2)Nc1nc(-c2ccc(F)cc2)cs1
 : 0%	nt	15	4%	10%	0%	-10%	1%	-5%	0%	4%
Fc1ccc(N2Cc3ccsc3C=N2)cc1
 : 3%	16%	8	23%	17%	?	2%	24%	?	4%	23%
COc1ccc(CNC(=O)COC(=O)c2n[nH]c3ccccc23)cc1
 : -3%	-1%	16	7%	-21%	6%	-7%	-3%	-3%	-1%	1%
O=C(C1=C[C@H](c2ccc(C(F)(F)F)cc2)C[C@H](OCCCCO)O1)N1CCOCC1
 : -1%	6%	18	-3%	-11%	4%	24%	1%	3%	-1%	-3%
COc1ccc(C(=O)NNC(=O)Cc2ccc([N+](=O)[O-])cc2)cc1
 : -2%	15%	-1	15%	-4%	0%	-16%	-2%	nt	13%	-3%
Cc1ccc(NC(=O)CSCC#N)cc1
 : 2%	7%	15	22%	0%	-1%	8%	13%	2%	13%	-2%
Cc1ccc(C(=O)c2c3ccc([N+](=O)[O-])cc3[n+]([O-])n2CCC(N)=O)cc1
 : 1%	12%	-2	0%	?	0%	1%	15%	?	13%	-26%
C=C(C)c1cccc(C(C)(C)NC(=O)NCC2CCCO2)c1 (stereo not given)
 : -6%	-13%	-10	26%[0.365 µM]	2%	3%	nt	-1%	-1%	2%	-2%
O=C1c2ccncc2C(=O)N1c1cccc(Cl)c1
 : 0%	0%	4	2%	23%	3%	-1%	-4%	1%	-7%	-4%
COC(=O)C1=C(C)NC2=C(C(=O)CC(C)(C)C2)C1c1cn(Cc2ccc(Br)cc2)nc1-c1ccccc1 (stereo not given)
 : -3%	4%	?	?	?	2%	5%	0%	29%	-3%	-13%
CC(NC(=O)C1CCN(S(=O)(=O)c2cc([N+](=O)[O-])ccc2Cl)CC1)c1ccccc1 (stereo not given)
 : 6%	7%	-3	-8%[10 µM]	-8%	2%	-12%	1%	nt	-7%	-2%
CCC(C)[C@H](NC(=O)N1CCCCC1)C(=O)OC (stereo not given in full)
 : -3%	nt	32	-6%	8%	0%	-1%	-2%	10%	-3%	-1%
C=CCn1c(SCC(=O)Nc2nccs2)nnc1-c1ccco1
 : -1%	-6%	-16	31%	14%	5%	7%	-2%	-4%	0%	2%
NC(=O)C1CCN(c2cc(N3CCOCC3)ccc2[N+](=O)[O-])CC1
 : -7%	-7%	-3	11%	7%	-5%	0%	0%	?	1%	-5%
COc1ccc(C(O)c2ncc(C(F)(F)F)cc2Cl)cc1 (stereo not given)
 : nt	?	3	-13%	12%	1%	-4%	2%	-1%	-3%	9%
COc1ccc(NC(=O)CSC(C)c2nc3ccccc3c(=O)[nH]2)cc1 (stereo not given)
 : -4%	nt	15	-15%	16%	5%	-9%	1%	3%	-2%	0%

# Reprinted at random: four records from the list, in no set order.
# Order of values – PKM2 activator	Menin MLL FP TR	KCNH2 3.1 inh	RORg inh	ELG1 DNA repair	FLuc modulator	VP16 counter	NPC1 prom act	MBNL1 CUG block	Rab9 prom act	Mito fusion act
Cc1ccc(NC(=O)C2CC(=O)N(C(C)C)C2)cc1Cl (stereo not given)
 : -15%	3%	3	27%	1%	-2%	-15%	-6%	-16%	-2%	0%
CCOC(=O)c1ccc(NC(=O)Cn2nnc(-c3ccccc3C)n2)cc1
 : 0%	?	-16	-7%	?	-2%	-9%	-3%	-5%	-4%	24%
CCOC(=O)c1c(C)n(CC(O)CN(C)C)c2cc(Br)c(OC)cc12 (stereo not given)
 : 2%	-18%	6	?	11%	-2%	-3%	-2%	-13%	-2%	0%
COc1ccc(CNC(=O)COC(=O)c2n[nH]c3ccccc23)cc1
 : -3%	-1%	16	7%	-21%	6%	-7%	-3%	-3%	-1%	1%
